PglD DTNB: blocks C. jejuni PglD acetyltransferase activity; AID 602405; purified PglD enzyme, DTNB colorimetric CoA detection; inhibition, % at 12.5 µM; 0.098% of 360,000 active; in the data active means inhibition above about 16%, passing the limit was not always enough; further: strong numbers were not always called active
C2C12 statin: suppressors of simvastatin-induced myotoxicity in C2C12 myotubes | ATP luminescence, 48 h; scaled: DMSO 0, geranylgeraniol control 100 | rescue of ATP level, % at 7.49 µM | 0.78% of 330,000 active;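 active means mean ATP rescue above about 67%, or every replicate alone reaching that limit, limit read from the data, passing the limit was not always enough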;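 further: myotubes were challenged with 10 µM simvastatin during compound exposure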
Cneo AK release: causes C. neoformans cell lysis; adenylate kinase release luminescence, 4 h; normalised: neutral wells 0, clomiphene wells 100; lysis activity, % at 15 µM; 0.2% of 360,000 active;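 active means mean lysis activity across replicates of at least 80%, whatever share of replicates individually reach that level; inactive means mean lysis activity below 80%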
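Test system: log-phase Cryptococcus neoformans yeast cells; Quantity: yeast cell density of 5 × 10^6 cells/mL; Buffer or medium: YPD; Doses: single compound concentration per well; Timing: 4 h at 37 °C static, read 1 h later; Measured by: AK luminescence; Read-out basis: lysis from increased AK signal; Control set: Clomiphene as positive control.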
GSIS activator: GLuc luminescence reporter in INS-1E cells, primary screen for activators of glucose-dependent secretion of insulin; INS-1E GLuc reporter insulin secretion, 2-3 h; 0.61% of 370,000 active; activation, % at 16.6 µM; AID 743287;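 active means lowest replicate activation of at least 40%, so every replicate reaches that level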;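 further: 0% = median of neutral control wells and 100% = median of IBMX positive control wells; some compounds called inactive have numbers as strong as hits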
PGC1a acetyl inh: modulators of PGC1a acetylation | U2OS PGC1a acetylation, AlphaScreen anti-acetyl-lysine; with virally co-expressed GCN5 acetyltransferase | inhibition, % at 15.6 µM | 0.17% of 350,000 active | AID 651687;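 active means every replicate shows inhibition of at least 40%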;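 further: 0% = neutral control wells and 100% = positive control wells; some results beyond the cut were filed as inactive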
FN deposit inh: fibronectin deposition inhibition; AH1F fibroblasts, Alexa488-fibronectin deposition fluorescence, overnight; inhibition, % at 12.6 µM; 0.086% of 350,000 active; AID 743247;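 active means mean inhibition across replicates of 30% or more, regardless of how many single replicates reach that level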;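 further: positive control wells lacked labelled fibronectin entirely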
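Schedule: 1 h cell adhesion before compound, then overnight fibronectin incubation; test system: AH1F fibroblast monolayer depositing Alexa488-labelled fibronectin into matrix; quantity: 10000 AH1F cells per well; probe or stimulus: fluorescent fibronectin at 24 nM final; signal: fluorescence, ex 485 nm, em 525 nm; evaluation: percent inhibition as loss of matrix-bound fibronectin fluorescence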
miR122 inh: blocks miR-122 activity in Huh7 sensor cells; 0.3% of 340,000 active; Huh7 miR-122 Renilla luciferase sensor, 48 h; neutral wells = 0, positive control = 100; activation (reporter increase), % at 12.5 µM; AID 602342;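 active means mean replicate activation score at least 90 and every replicate individually at or above 90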;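 further: higher luciferase means less miR-122 activity so hits act as miR-122 inhibitors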
CFTR F508del cor: CFTR F508del correction in bronchial cells; 0.36% of 350,000 active; CFBE cells, YFP halide quenching; stimulated with forskolin plus potentiator P3; % fluorescence drop versus neutral controls; activity (quench increase), % at 7.58 µM; AID 720511;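 active means mean added fluorescence quench of at least 8% versus neutral control, with both replicates also reaching 8%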;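 further: cells transiently co-express mutant CFTR-F508del with the halide-sensitive YFP; corrector assay measuring rescue of mutant channel to the surface after 24 h compound exposure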
* = called active by the depositor; · = no result given; & = joins results of further samples; [ ] = another dose, or the depositor's remark.

SMILES	PglD DTNB	C2C12 statin	Cneo AK release	GSIS activator	PGC1a acetyl inh	FN deposit inh	miR122 inh	CFTR F508del cor
COc1cccc(N=Cc2c[nH][nH]c2=O)c1	5.4	2.7	4.2	6.2	11.7	5.2	-3.7	·
O=C(COC(=O)c1c[nH]c2ccccc12)Nc1cccc(F)c1	-2.8	7.0	-2.3	1.5	2.5	-0.2	·	1.7
CC(C)CNC(=O)[C@H](Cc1ccccc1)NC(=O)c1cccs1	·	6.6	·	3.1	-8.0	-0.6	1.8	0.4
COc1cccc(CNCc2cc(OC)cc(OC)c2)c1	0.3	-80.2	1.4	-11.5	8.6	-5.6	1.7	0.9
CC(C)c1cc(C(N)=O)c(NC(=O)c2cccc(COc3ccc(Cl)cc3)c2)s1	1.0	·	-7.1	-37.6	-18.4	·	1.1	·
CCCN1C[C@H](C)[C@@H](OC)CN(C)C(=O)c2ccc(NC(=O)c3ccccc3)cc2OC[C@H]1C	0.8	-3.3	-1.5	-4.1	10.1	-25.3	10.0[16.7 µM]	0.2
Clc1ccc2nc(-c3ccco3)c(Cc3ccsc3)n2c1	0.9	7.4	-1.3	-10.5	5.5	-12.9	-1.7	-1.5
CCCC(=O)Nc1nnc(-c2ccc(Cl)s2)o1	0.4	7.0	4.6	12.6	-2.9	-2.3	-4.2	-2.0
COc1ccc2oc(=O)cc(CN(C)Cc3ccccc3)c2c1	13.8	10.8	1.0	1.1	-9.0	2.7	2.3	2.3
O=C(Cn1c(=O)oc2cc(S(=O)(=O)N3CCCC3)ccc21)N1CCc2ccccc2C1	3.7	0.2	-1.8	-1.3	-1.0	-4.1	-4.0	1.2
C=CCOc1ccc(CNn2c(C)n[nH]c2=S)cc1OC	-0.5	-5.1	-3.1	·	6.8	·	4.0	·
O=C(NN=Cc1c(O)ccc2ccccc12)C1CC1	-1.5	3.7	1.0	-10.0	9.0	9.9	3.4	2.9
CCOc1ncccc1C(=O)OCC(=O)c1cc(C)n(Cc2ccco2)c1C	-4.4	4.3	-6.3	-7.4	-20.4	7.8	-1.1	·
O=C(Oc1nsnc1N1CCOCC1)N1CCCC1	-0.6	18.6	·	4.2	-2.2	0.8	-0.1	·
CCCC(=O)c1c[nH]c(C(=O)NCc2ccco2)c1	7.0	-2.0	-1.2	-4.9	-1.1	·	-3.6	·
O=C(CCN1C(=O)c2ccc(Br)cc2C1=O)NC1CCCCC1	-0.7	-5.4	1.5	·	·	0.3	-1.5	-0.3
COC(=O)C[C@H]1CC[C@H]2[C@@H](COC[C@H](O)CN2C(=O)Nc2cccc(F)c2)O1	-1.6	-6.5	-2.1	2.1	1.8	-1.3	3.8[16.7 µM]	-0.1
O=S(=O)(c1ccccc1)c1nc(-c2ccco2)oc1NCc1cccnc1	-1.3	10.5	-0.5	9.4	1.8	·	8.3	·
O=S(=O)(c1ccc(F)cc1)N1CCCCN2[C@H](CO)[C@H](c3ccc(-c4cncnc4)cc3)[C@H]2C1	3.3	-11.6	3.7	1.1	1.1	-1.1	-0.4[16.7 µM]	1.1
Cc1cc(C(=O)Nc2cccc3c2O[C@H](CN(C)C)[C@H](C)CN([C@@H](C)CO)C3=O)n(C)n1	2.8	5.5	58.5	5.2	5.3	-11.4	14.6[16.7 µM]	1.7
COc1ccc(NC(=O)Nc2cccc3ccccc23)cc1OC	-4.7	-1.1	-2.6	-4.3	·	0.3	·	0.9
CCN(CC)C(=O)c1cn(CCC#N)nc1-c1ccc2ccccc2c1	-3.5	1.4	0.2	0.7	-3.3	-7.2	3.4	-1.0
O=C(Nc1ccccc1Cl)C1CCN(S(=O)(=O)c2cccc3nonc23)CC1	-6.1	-8.2	5.1	-2.6	-4.3	-0.2	3.8	0.5
COc1ccc(OC)c(N(CC(=O)Nc2cccnc2)S(=O)(=O)c2ccc(C)cc2)c1	-0.4	-18.2	1.8	2.7&3.9	4.3	·	54.4	0.0
O=[N+]([O-])c1ccccc1C(=Nc1ccccc1)c1c(O)cc(O)cc1O	-0.2	-0.2	1.4	·	9.7	-2.8	·	-0.2
SMILES	PglD DTNB	C2C12 statin	Cneo AK release	GSIS activator	PGC1a acetyl inh	FN deposit inh	miR122 inh	CFTR F508del cor
CC1CC(C)CN(C(C)C(=O)Nc2cc(S(=O)(=O)N3CCCCC3)ccc2Cl)C1 (stereo not drawn)	4.1	-3.5	-1.0	·	·	5.9	-5.3	0.2
N[C@H](CSCc1ccccc1)C(=O)Nc1ccc([N+](=O)[O-])cc1	3.0	-5.8	-0.2	-12.1	3.8	-7.6	-5.3	-0.2
CNc1cccc(-c2cccc(O)c2)n1	-1.3	-5.2	-4.7	12.7	11.5	2.9	-4.6	-2.5
O=C(NNC(=O)c1ccccc1F)c1ccc(-c2ccc(Cl)cc2)o1	·	·	·	-3.7	12.6	0.6	3.0	-3.4
COc1ccc(C)c(-n2c(N)cc(=O)n(Cc3ccccc3)c2=O)c1	·	1.4	·	19.3	·	-7.4	·	1.7
C[C@@H]1CN([C@H](C)CO)C(=O)c2cc(NS(=O)(=O)c3ccc(Cl)cc3)ccc2O[C@H]1CN(C)S(=O)(=O)c1ccc(F)cc1	1.2	10.8	100.5*	-3.8	-4.4	·	19.8[16.7 µM]	-1.1
Cc1ccc(OCC(=O)NC2CCS(=O)(=O)C2)c(C)c1 (stereo not drawn)	0.2	-0.6	4.3	28.3	·	-6.6	1.8	-0.2
C/C=C/c1cnc2c(c1)C(=O)N([C@@H](C)CO)C[C@@H](C)[C@@H](CN(C)C(=O)Cc1ccccc1)O2	-0.9	-6.1	55.1	4.6	-0.3	·	-2.1[16.7 µM]	-2.6
N=c1c(C(=O)NCc2ccco2)cc2c(=O)n3ccccc3nc2n1C1CCCC1	1.4	-6.6	-0.7	19.1	·	-15.7	·	-0.4
Cc1cc(C)cc(NC(=O)C2C3C=CC(O3)C2C(=O)O)c1 (stereo not drawn)	7.9	-6.9	-0.5	-0.9	39.5	1.3	-2.9	-1.7
N#Cc1cc2ccncc2c2ccccc12	-4.4	5.3	-0.5	13.3	10.2	17.2	2.0	0.6
O=S(=O)(NCc1ccc2c(c1)OCO2)c1ccc(F)c(F)c1	4.4	-2.7	-1.7	21.4	3.9	-8.2	5.2	-0.1
NC(=O)c1cc(Br)cc(C2CCCCC2)c1O	·	-10.1	1.2	107.2	·	5.1	·	-5.1
COCCN1C(=O)/C(=C2/C(=O)N(CC(=O)Nc3ccccc3Cl)c3ccccc32)SC1=S	1.0	11.5	0.5	43.2	·	-4.8	-0.7	-0.8
CCc1nc2c(OCc3ccc(C#N)cc3)cccn2c1N(C)C(=O)C(C)C	-1.3	1.1	-1.7	22.2	·	4.6	5.8	2.3
Cc1nnsc1C(=O)N/N=C/c1ccccc1Cl	·	·	·	-4.6	0.6	-5.5	·	-32.7
O=C(c1ccc(F)cc1)C1CCN(C(=O)c2ccc(Cl)cc2)CC1	-1.5	5.1	-4.8	-21.3	-8.5	-1.4	10.4	-0.5
Cc1ccc(S(=O)(=O)Nc2ccc3c(c2)C(=O)N([C@@H](C)CO)C[C@H](C)[C@H](CN(C)Cc2ccccc2)OCCCC[C@@H](C)O3)cc1	-3.1	·	2.3	-28.5	-1.0	-11.6	-13.2[16.7 µM]	3.7
COc1ccc(C(C(=O)NC(C)(C)C)N(Cc2cccs2)C(=O)CCC(=O)Nc2cc(C)on2)cc1 (stereo not drawn)	-3.5	-1.1	3.2	·	-8.0	4.4	1.9	·
COc1cccc(C(O)c2nc(-c3cccc(C#N)c3)cs2)c1 (stereo not drawn)	-0.5	14.5	4.4	-2.0	·	7.5	·	-2.8
C[C@@H](C(=O)Nc1nc(-c2ccccn2)cs1)N1C(=O)C2CCCCC2C1=O (stereo partly drawn)	-5.0	-5.7	1.4	·	3.2	·	-2.1	·
CC1=NN(c2ccccc2C(=O)O)C(=O)C1N=Nc1ccccc1 (stereo not drawn)	-4.2	-4.0	-0.8	-17.8	·	-5.6	-4.1	2.1
CN(C)C(=O)c1ccc(-c2ccc3c(c2)[C@@H]2[C@@H](CCN2C(=O)c2ccccn2)[C@@H](CO)N3)cc1	1.4	-12.8	21.8	19.9	-2.8	13.1	-6.4[16.7 µM]	1.9
CCCn1c(N)c(N(CCOC)C(=O)c2cccc(C(F)(F)F)c2)c(=O)[nH]c1=O	0.5	-2.3	1.0	-2.5	-1.6	-2.1	-3.8	1.1
O=C1CCCN1CCC(=O)N1CCCC(Nc2ccc(F)cc2)C1 (stereo not drawn)	1.1	6.6	-0.6	1.1	1.0	-7.6	-2.3	-3.9

In a second layout: two of the compounds above.
The line under a structure holds: PglD DTNB | C2C12 statin | Cneo AK release | GSIS activator | PGC1a acetyl inh | FN deposit inh | miR122 inh | CFTR F508del cor
NC(=O)c1cc(Br)cc(C2CCCCC2)c1O
    · | -10.1 | 1.2 | 107.2 | · | 5.1 | · | -5.1
O=C(NNC(=O)c1ccccc1F)c1ccc(-c2ccc(Cl)cc2)o1
    · | · | · | -3.7 | 12.6 | 0.6 | 3.0 | -3.4

Remaining list, next part:
SMILES	PglD DTNB	C2C12 statin	Cneo AK release	GSIS activator	PGC1a acetyl inh	FN deposit inh	miR122 inh	CFTR F508del cor
COC(=O)c1ccccc1S(=O)(=O)N1CCC(C(=O)OC(C)C(=O)Nc2ccccc2OC)CC1 (stereo not drawn)	0.3	25.4	-1.1	8.4	-0.7	0.4	-1.3	-1.3
CN(C)CCCn1c2c(c(SCC(=O)Nc3cccc4ccccc34)nc1=O)CCCC2	2.5	-4.7	1.1	16.8	12.6	-0.4	0.8	0.0
OCCc1c[nH]c2ccccc12	4.1	9.1	-0.2	11.1	-5.7	·	1.1	-2.8
COc1cc(NS(=O)(=O)c2ccc(NC(=S)NC(=O)COc3ccccc3OC)cc2)nc(OC)n1	-3.4	12.4	2.6	-5.3	-5.2	·	-18.3	2.0
O=[N+]([O-])c1cccc(COc2cccc(CN3CCCCC3)c2)c1	-3.9	-3.6	8.5	31.8	14.7	4.7	1.6	-4.0
CCOC(=O)NC(CC(=O)O)c1ccc(OC)cc1 (stereo not drawn)	-6.5	-1.8	0.5	·	-2.8	·	-1.1	·
CCCCc1nc2cc(C(=O)N3CCNC(=O)C3)ccc2o1	-3.1	-3.0	5.5	2.2	2.1	12.9	-3.9	-2.4
CC1(C(=O)NCc2cccc(Cl)c2)Cc2c(-c3ccccc3)ccnc2O1 (stereo not drawn)	-0.5	11.7	-1.6	-19.2	-30.5	-12.4	-3.7	0.3
CCOC(=O)[C@H](CCc1ccccc1)N[C@@H](C)C(=O)N1C(C(=O)O)C[C@@H]2CCC[C@@H]21 (stereo partly drawn)	2.9	0.0	0.7	·	-4.1	-3.2	1.0	-3.3
CCOc1ccc(CCNC(=O)C2CCCN(S(=O)(=O)c3c(C)n[nH]c3C)C2)cc1OCC (stereo not drawn)	-3.8	·	-0.7	3.8	-10.1	0.7	-4.9	·

Ordered by length of the SMILES (high to low): some entries from above.
SMILES	PglD DTNB	C2C12 statin	Cneo AK release	GSIS activator	PGC1a acetyl inh	FN deposit inh	miR122 inh	CFTR F508del cor
COc1cc(NS(=O)(=O)c2ccc(NC(=S)NC(=O)COc3ccccc3OC)cc2)nc(OC)n1	-3.4	12.4	2.6	-5.3	-5.2	·	-18.3	2.0
CN(C)CCCn1c2c(c(SCC(=O)Nc3cccc4ccccc34)nc1=O)CCCC2	2.5	-4.7	1.1	16.8	12.6	-0.4	0.8	0.0
CCCCc1nc2cc(C(=O)N3CCNC(=O)C3)ccc2o1	-3.1	-3.0	5.5	2.2	2.1	12.9	-3.9	-2.4
CCOC(=O)NC(CC(=O)O)c1ccc(OC)cc1 (stereo not drawn)	-6.5	-1.8	0.5	·	-2.8	·	-1.1	·

Screening data from PubChem BioAssay.
